PTK2B oligo ant – antagonists of Pyk2 self-association, primary screen, Q293 cells, FERM NanoBiT luminescence, HTS; stronger effect = lower value; AID 1347419, 2020; 0.83% of 99,000 active; z-score (the deposit names both 25 µM and 10 µM);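 active = Z-score of -3 or lower, scaled per plate to the spread of control and sample wells; inactive = z-score above -3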;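 note: negative z-score means lost luminescence so less FERM oligomerization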
CYP2C19 act – human CYP2C19 activators, primary screen, biochemical, luminescence. recombinant CYP2C19, luciferin-H EGE luminescence; stronger effect = higher value; 0 = fully inhibited enzyme, 1 = untreated enzyme. activation factor at 5 µM. 96,000 tested, under 10 active. AID 1025, 2008;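 active = activation factor of at least 2 at 5 µM in the primary screen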;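 note: 0 = wells with 2.5 mM tranylcypromine and 1 = vehicle-only wells; values of inactives mirror those of a sister screen read the other way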
CD11b adhes enh – enhancers of CD11b/CD18 adhesion to fibrinogen, primary screen, K562 cells, luminescence. AID 1499, 2009. activation, % at 10 µM. ATPlite luminescence. Integrin beta-2 (Homo sapiens) + Integrin alpha-M (Homo sapiens), P05107+P11215. 0.07% of 93,000 active;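 active = 10 µM primary screen giving 50% or more activity, confirmed by 40% or more on retest at that dose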; note: strong numbers were not always called active; reference of the scale not given here
Target sequence (P05107 whole entry, looked up, other chains not shown): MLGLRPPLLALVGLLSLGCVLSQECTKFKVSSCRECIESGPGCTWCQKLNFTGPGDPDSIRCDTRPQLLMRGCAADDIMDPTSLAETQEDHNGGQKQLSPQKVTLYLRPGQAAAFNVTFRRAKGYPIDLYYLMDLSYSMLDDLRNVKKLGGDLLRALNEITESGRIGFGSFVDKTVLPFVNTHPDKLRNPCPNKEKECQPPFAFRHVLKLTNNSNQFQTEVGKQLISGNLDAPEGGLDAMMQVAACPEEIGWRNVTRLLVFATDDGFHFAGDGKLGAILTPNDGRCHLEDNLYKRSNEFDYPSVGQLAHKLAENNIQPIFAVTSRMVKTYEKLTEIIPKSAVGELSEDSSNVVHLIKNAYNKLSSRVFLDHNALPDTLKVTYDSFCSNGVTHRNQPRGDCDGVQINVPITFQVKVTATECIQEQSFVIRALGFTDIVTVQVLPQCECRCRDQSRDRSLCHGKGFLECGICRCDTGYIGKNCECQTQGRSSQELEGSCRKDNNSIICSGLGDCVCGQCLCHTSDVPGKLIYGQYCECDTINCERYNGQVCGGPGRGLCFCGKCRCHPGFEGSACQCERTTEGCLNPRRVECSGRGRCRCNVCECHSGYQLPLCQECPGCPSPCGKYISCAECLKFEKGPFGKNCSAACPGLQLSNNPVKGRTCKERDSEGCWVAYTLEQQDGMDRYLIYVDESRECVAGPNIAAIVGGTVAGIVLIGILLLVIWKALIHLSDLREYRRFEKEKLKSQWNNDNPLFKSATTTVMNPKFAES
CD11b adhes inh – inhibitors of CD11b/CD18 adhesion to fibrinogen, primary screen, K562 cells, luminescence. 0.54% of 93,000 active. ATPlite luminescence; Mn2+ added to activate the integrin. AID 1497, 2009. inhibition, % at 10 µM. Integrin beta-2 (Homo sapiens) + Integrin alpha-M (Homo sapiens), P05107+P11215;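 active = primary inhibition of 50% or more at 10 µM, then 40% or more on retest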; note: some results filed as inactive read as strong as hits
PLAP act – PLAP enzyme activators, biochemical, luminescence, HTS | Alkaline phosphatase, placental type (Homo sapiens), P05187 | 1.2% of 96,000 active | activation fold at 20 µM | purified PLAP enzyme, luminescent substrate read-out; stronger effect = higher value; in the data active = activation fold above about 2
CYP2C9 inhib – blockers of cytochrome P450 2C9 activity – biochemical, luminescence, ADME assay, primary screen; P11712; CYP2C9 Supersomes, luciferin-H conversion; inhibition, % at 5 µM; 20% of 96,000 active; AID 777, 2007;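 active = blocking of liver enzyme CYP2C9 beyond about 50% at 5 µM, limit read from the data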; note: values of inactives mirror those of a sister screen read the other way
CYP2C19 inh – blockers of cytochrome P450 2C19 activity – biochemical, luminescence, ADME assay, primary screen | P33261 | CYP2C19 Supersomes, luciferin-H EGE luminescence, 30 min | inhibition, % at 5 µM | 21% of 96,000 active | AID 778, 2007;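 active = CYP2C19 inhibition above a set limit at 5 µM in the primary screen, cut at about 50% in these data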;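 note: plate controls were negative control wells for no effect and 2.5 mM tranylcypromine positive control for full effect; values of inactives mirror those of a sister screen read the other way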
CYP2C9 act – human CYP2C9 activators, primary screen, biochemical, luminescence. Cytochrome P450 2C9 (Homo sapiens), P11712. recombinant CYP2C9, luciferin-H conversion; stronger effect = higher value; factor 1 = untreated enzyme, 0 = blocked. 1.4% of 96,000 active. AID 1024, 2008. activation factor at 5 µM;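 active = activation factor of 2 or more for CYP2C9 at a 5 µM dose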;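 note: 0 = sulfaphenazole-blocked wells and 1 = vehicle-only wells; values of inactives mirror those of a sister screen read the other way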
MT1-MMP txn act – MT1-MMP promoter reporter activation – cell-based, luciferase luminescence, primary screen | activation factor at 10 µM | 0.16% of 86,000 active | AID 750, 2007 | HT1080 MT1-MMP promoter luciferase reporter, overnight; stronger effect = higher value;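 active = activation factor of at least 2 for MT1-MMP transcription at 10 µM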
An asterisk follows results filed as active; x = not tested or not shown. The order is random, and some 31% of all compounds hit somewhere here.

SMILES	PTK2B oligo ant	CYP2C19 act	CD11b adhes enh	CD11b adhes inh	PLAP act	CYP2C9 inhib	CYP2C19 inh	CYP2C9 act	MT1-MMP txn act
CCOc1ccccc1Oc1c(C)oc2c(CN3CCN(CCO)CC3)c(O)ccc2c1=O	-0.16	0.9	-4	-3	1.1	13	12	0.9	1.2
CCN1C(=O)/C(=C\c2ccco2)C(C(=O)OC)=C1C	-0.21	0.8	1	-2	0.8	35	23	0.6	x
CC(C)CCNc1cc(=O)n(C)c(=O)n1C	1.3	0.9	-3	-1	0.8	-1	6	1	1
Cn1c2ccccc2c2cc(C(=O)NNS(=O)(=O)c3ccc(F)cc3)sc21	0.44	1	-2	2	1.3	44	-3	0.6	x
Cn1c(C(C#N)C(=O)c2ccco2)nc2ccccc21 (centres undefined)	0.2	0.9	-5	-6	1	51*	5	0.5	1.9
CC1(C)Cc2c(sc3c2c(=N)n(Cc2ccco2)c(=O)n3CC(=O)Nc2cccc(Cl)c2)CO1	-0.15	0.7	-1	4	1.8	45	28	0.6	1
CC1=C(C(=O)N2CCCCC2)C2(CCC(C)CC2)OC1=O (centres undefined)	x	0.5	-6	7	1.1	-1	51*	1	1.1
Cc1cc(C2(c3ccc(O)c(C)c3)C(=O)Nc3ccccc32)ccc1O	-1.9	0.9	x	x	1.1	34	14	0.7	x
CCOC(=O)Cc1csc(NC(=O)c2ccc(Br)o2)n1	0.27	0.6	5	-14	1.1	60*	45	0.4	1.3
COC(=O)C1(C)NC(c2cccs2)C2C(=O)N(c3ccc(F)cc3)C(=O)C21 (centres undefined)	-0.24	1	-2	-11	1.1	-22	-2	1.2	0.9
CC(C)C(NC(=O)OC(C)(C)C)C(=O)N1CCCC1C(=O)NC(Cc1ccccc1)C(N)=O (centres undefined)	1	1.2	x	x	1.2	-20	-21	1.2	1.4
CCN1C(=O)C(NC(C)=O)c2cc(OC)ccc21 (centres undefined)	-0.05	1	-1	-8	1	32	-1	0.7	1.2
Cc1cc(NC(=O)c2ccco2)no1	2.2	1	-2	-13	0.8	10	1	0.9	x
Nc1ccc2c(c1)C(=O)C(=O)c1ccccc1-2	-4.1*	0	-6	11	0.8	87*	98*	0.1	0
CCOc1ccc(OCC)c(-c2c(=O)n(OCc3ccccc3Br)c3ccccc3[n+]2[O-])c1	-1.4	0.3	-2	-3	1	38	74*	0.6	x
CC1CCCN(C(=O)CSCC(=O)Nc2nc(-c3cccs3)cs2)C1 (centres undefined)	x	0.6	-3	69	0.9	31	39	0.7	1.4
CC(=O)c1cccc(N(C(=O)c2ccco2)C(C(=O)NC2CCCC2)c2ccncc2)c1 (centres undefined)	1.1	0.8	-2	2	1	16	20	0.8	1.1
CNc1cc(CSC)nc(SCc2ccc(Cl)cc2Cl)n1	-1.6	1.1	0	13	1	-1	-6	1	x
CCCCCCCCOC1OC(CO)C(O)C(O)C1NC(C)=O (centres undefined)	-0.7	1	x	x	0.8	-3	-4	1	x
C1CCC(CNc2c3c(nc4nnnn24)CCCC3)CC1	-0.05	0.9	26	-1	0.9	11	5	0.9	1.1
Cc1ccc(C(=O)CSc2n[nH]c(-c3ccco3)n2)cc1C	-0.17	0.8	1	-10	0.9	36	24	0.6	1.1
CC(C)Cn1c(N)c(C(=O)COC(=O)c2cc(-c3ccco3)nc3ccccc23)c(=O)n(C)c1=O	x	1.1	x	x	1.5	29	-15	0.7	1
COc1ccc(C(=O)c2coc3ccc(O)c(CN4CCCCC4)c23)cc1	x	0.6	-1	2	1.3	19	40	0.8	1.2
COC(=O)c1ccccc1NC(=O)c1cccc(COc2ccccc2Cl)c1	-0.85	0.8	-2	16	0.8	28	20	0.7	x
CCN(CCNC(=O)C1CCN(S(=O)(=O)c2cccc3nsnc23)CC1)c1ccccc1	1.1	0.9	x	x	1.2	-3	13	1	1.2
COCCOc1ccc(C(F)(F)F)cc1NC(=O)COC(=O)c1c(C)noc1C	-1.9	0.7	-4	10	0.9	47	30	0.5	1
COCCN1Cc2cccc(C(=O)Nc3ccccc3OC)c2C1=O	-0.37	0.7	-1	-11	0.9	34	35	0.7	1.2
CCOC(=O)C1C(=O)C=C(c2ccc(C)cc2)CC1c1ccco1 (centres undefined)	-0.83	0.5	x	x	1.1	80*	54*	0.2	1.1
COc1cccc(N2CC(C(=O)NC3CCCCC3)CC2=O)c1 (centres undefined)	-0.15	1	3	-1	1	-128	-3	2.3*	1.1
CCOC(=O)c1sc(C)c2c(=O)n(CCCN3CCOCC3)cnc12	0.17	1.1	1	-4	1.3	-20	-14	1.2	1.2
O=C(NC(Cc1ccccc1)C(=O)OCC(=O)N1CCc2ccccc21)c1ccco1 (centres undefined)	0.68	0.9	1	-4	0.8	34	6	0.7	1
CN1C2C=C3C(C#N)=C(N)C(C#N)(C#N)[C@@H](c4cccc(F)c4)[C@@H]3C1CC2 (some centres undefined)	0.64	1.1	-4	-7	1.4	-11	-11	1.1	1.2
CCC(=O)NC(=S)Nc1ccccc1F	1.6	0.9	-4	1	1	5	11	0.9	x
O=C(C1CCCN(S(=O)(=O)c2cccs2)C1)N1CCC(N2CCCCC2)CC1 (centres undefined)	x	1.1	0	-22	1.5	8	-11	0.9	1.1
CCCn1c(-c2ccc(OC)cc2)nc2ccccc21	-0.16	0.9	1	-4	0.8	10	11	0.9	1.3
CC12CN3CC(C)(CN(C1)C3c1ccc3ccccc3c1O)C2=O (centres undefined)	0.89	0.6	-1	-7	1.1	3	42	1	1.1
COC(=O)c1c(NC(=O)c2cccs2)sc2c1CCC(C)C2 (centres undefined)	-0.02	1	-1	-7	1.1	26	1	0.7	1.6
CCOc1ccc(-c2nc(N)nc(C)c2-c2ccc(OC)c(OC)c2)c(O)c1	-0.02	1	-4	-11	0.8	5	4	0.9	1.1
CC1=C(C(=O)Nc2ccccn2)C(c2ccc(Br)cc2)n2ncnc2N1 (centres undefined)	-1.5	0.8	-5	7	1	12	19	0.9	1.1
COc1ccc(N(C(=O)c2ccc(Cl)cc2)C2=CC3CCC(C2)N3C)cc1 (centres undefined)	-2.6	1	0	-12	1.6	23	3	0.8	1.3
CC(C)N(C(=O)CSc1nc2c([nH]1)c(=O)n(C)c(=O)n2C)c1ccccc1	x	0.9	1	-12	1	20	9	0.8	1
CCCN1C2=NS(=O)(=O)CCN2c2ccccc21	0.22	1	2	10	1.2	-21	-1	1.2	1.1
CC(=O)N1CCCc2cc(S(=O)(=O)NC(C(=O)NC(C)c3ccccc3)C(C)C)ccc21 (centres undefined)	-0.28	0.9	2	-1	0.9	13	10	0.9	1.3
COc1cccc(C(=O)Nc2ncc3c(n2)CC(C)(C)CC3=O)c1	1	1	-3	10	0.9	8	3	0.9	1.3
O=C(c1cc2c(s1)CCCCC2)N1CCN(c2ncccn2)CC1	0.08	0.3	-4	3	1.1	92*	69*	0.1	x
O=C1CC(c2ccccc2)n2nc(NC(=O)c3ccccn3)nc2N1 (centres undefined)	-0.7	1	-1	-8	x	24	2	0.8	1.2
O=C(Nc1ccc(F)cc1F)c1cccn1-c1ncc(C(F)(F)F)cc1Cl	-1.3	0.5	x	x	1	3	49	1	x
CCOc1ccccc1C1C(C#N)=C(SCC(=O)OC)NC(=O)C1C(=O)OC (centres undefined)	0.66	0.3	0	-12	1.1	26	70*	0.7	1.2
Cc1ccc2c(c1)N(CC(=O)N(Cc1ccc3c(c1)OCO3)CC1CCCO1)C(=O)C(C)O2 (centres undefined)	-0.78	0.5	-2	-22	1.6	33	46	0.7	1.4
CCCc1cc(=O)n2[nH]c(-c3ccco3)nc2n1	-0.34	0.9	-3	-13	0.8	27	8	0.7	1.1
CCC(=O)Nc1cc(-c2nn3c(C)nnc3s2)ccc1C	-0.13	0.9	-4	-12	0.9	3	9	1	1.1
Cc1[nH]c2c(ccc3ccccc32)c1C1C(CCN)C1(C)C (centres undefined)	0.57	0.9	-3	0	1.6	31	13	0.7	0.9
Cc1[nH]nc2c1C1(C(=O)N(Cc3ccc(Cl)cc3)c3ccccc31)C(C#N)=C(N)O2 (centres undefined)	-1.5	0.1	1	-11	1.4	92*	89*	0.1	1
CCN1CCc2nc(SCC(=O)Nc3ccc(OC)cc3)c(C#N)cc2C1	-0.56	1	3	-10	1.3	73*	4	0.3	1.1
CCCCn1c(=O)n(C)c(=O)c2c(C(F)(F)F)cc(-c3ccncc3)nc21	0.12	0.3	8	-10	1.1	48	73*	0.5	1.2
Cc1ccc2c(c1)N(CCC(=O)NCC1CCCO1)C(=O)CO2 (centres undefined)	-0.29	0.7	x	x	1.1	-2	30	1	0.9
CCc1cccc(NC(=O)CSCc2cc(=O)[nH][nH]2)c1	-0.41	0.3	2	1	2.5*	5	75*	0.9	1.2
COC(=O)c1ccccc1NC1CC(=O)N(c2c(C)cccc2C)C1=O (centres undefined)	0.4	0.7	3	16	1.3	78*	34	0.2	x
C=C(C)CN(CC)c1nc(N)c2c(N)nc3c(c2c1C#N)CC(=O)N3C12CC3CC(CC(C3)C1)C2	-1.2	0.6	38	-20	1.5	92*	42	0.1	x
O=C(NC1CC2CCCC(C1)N2Cc1cccs1)N1CCOCC1 (centres undefined)	-0.64	0.9	0	-23	1	-16	13	1.2	1.1
CCOC(=O)C1=C(c2ccccc2)O/C(=C(/C#N)C(F)(F)F)S1	x	1	1	5	0.8	15	1	0.9	0.8

Molecules listed so far with fluorine:
SMILES	PTK2B oligo ant	CYP2C19 act	CD11b adhes enh	CD11b adhes inh	PLAP act	CYP2C9 inhib	CYP2C19 inh	CYP2C9 act	MT1-MMP txn act
Cn1c2ccccc2c2cc(C(=O)NNS(=O)(=O)c3ccc(F)cc3)sc21	0.44	1	-2	2	1.3	44	-3	0.6	x
COC(=O)C1(C)NC(c2cccs2)C2C(=O)N(c3ccc(F)cc3)C(=O)C21 (centres undefined)	-0.24	1	-2	-11	1.1	-22	-2	1.2	0.9
COCCOc1ccc(C(F)(F)F)cc1NC(=O)COC(=O)c1c(C)noc1C	-1.9	0.7	-4	10	0.9	47	30	0.5	1
CN1C2C=C3C(C#N)=C(N)C(C#N)(C#N)[C@@H](c4cccc(F)c4)[C@@H]3C1CC2 (some centres undefined)	0.64	1.1	-4	-7	1.4	-11	-11	1.1	1.2
CCC(=O)NC(=S)Nc1ccccc1F	1.6	0.9	-4	1	1	5	11	0.9	x
O=C(Nc1ccc(F)cc1F)c1cccn1-c1ncc(C(F)(F)F)cc1Cl	-1.3	0.5	x	x	1	3	49	1	x
CCCCn1c(=O)n(C)c(=O)c2c(C(F)(F)F)cc(-c3ccncc3)nc21	0.12	0.3	8	-10	1.1	48	73*	0.5	1.2
CCOC(=O)C1=C(c2ccccc2)O/C(=C(/C#N)C(F)(F)F)S1	x	1	1	5	0.8	15	1	0.9	0.8

Compound activity deposited in PubChem by Sanford-Burnham Center for Chemical Genomics.
